Bioassay records: PubChem, several laboratories
TRAIL sens C8: viability loss with TRAIL in NB7+C8 cells, primary screen, TRAIL sensitizer project, cell-based, ATPlite luminescence; inhibition (viability loss, TRAIL sensitization), % at 10 µM; 1% of 360,000 active; AID 624354, 2012;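 active = compounds causing at least 50% loss of cell viability in the single-dose screen, relative to plate controls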
NCOA3 inh: SRC3 coactivator transcriptional activity inhibitors, primary screen, cell-based, luminescence | HEK293 GAL4-SRC3 luciferase reporter | inhibition, % at 3.6 µM | 0.17% of 360,000 active;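 active = inhibition above a per-campaign cutoff, the mean of all compounds plus 3 SD, cut at about 60% in these data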;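 also: 0% = DMSO-treated cells and 100% = gossypol-treated cells at 36 µM; higher means less SRC3-driven luciferase light from the GAL4 reporter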
TROY signal inh: inhibitors of TROY-driven NF-kB signaling, primary screen, Q293 LMP1-TROYcd cells, NF-kB luciferase, uHTS; Q293 LMP1-TROYcd NF-kB luciferase reporter, 4 h; inhibition, % at 10 µM; 0.98% of 360,000 active; AID 1347056, 2019;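 active = compounds whose plate-normalised and pattern-corrected inhibition of the luciferase reporter signal at the single screening dose is 50% or more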
NCOA2 inhibitor: inhibition of GAL4-SRC2 driven luciferase reporter, primary screen, SRC2 inhibitor project, cell-based, luminescence; inhibition, % at 9 µM; AID 651957, 2012; 0.17% of 370,000 active; HEK293 GAL4-SRC2 luciferase reporter; Nuclear receptor coactivator 2 (Homo sapiens), Q15596;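 active = inhibition above the mean inhibition of all tested compounds plus 3 SD, set per campaign, cut at about 52% in these data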;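 also: 0% = DMSO treated cells and 100% = cells given Gossypol at 36 µM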
COUP-TFII inh: NR2F2 transcriptional activity inhibitors, primary screen, cell-based, luciferase reporter, HEK293T, luminescence; HEK293T NGFI-A luciferase reporter; inhibition, % at 8.6 µM; 0.7% of 370,000 active; AID 686940, 2013;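 active = inhibition above a per-plate cutoff, mean inhibition of test wells between control levels plus 3 SD, cut at about 38% in these data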;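 also: cells cotransfected with COUP-TFII expression vector driving the NGFI-A reporter; 0% = median of COUP-TF2 test wells and 100% = reporter-only cells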
SRC1 inh: SRC1 coactivator transcriptional activity inhibitors, primary screen, cell-based, luminescence; inhibition, % at 3.6 µM; Nuclear receptor coactivator 1 (Homo sapiens), Q15788; HEK293 GAL4-SRC1 luciferase reporter; 0.12% of 360,000 active;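 active = inhibition above the campaign mean plus 3 SD, with each screening campaign given its own cutoff, cut at about 60% in these data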;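 also: 0% = DMSO treated cells and 100% = gossypol at 36 µM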
TLR9-MyD88 block: inhibitors of TLR9-MyD88 association in cells, primary screen, cell-based, CHO, BLA complementation, fluorescence | CCF4 FRET ratio | 0.21% of 340,000 active | inhibition, % at 4.98 µM | Toll-like receptor 9 (Homo sapiens) + Myeloid differentiation primary response protein … | AID 504734, 2011;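 active = inhibition above the mean over all tested compounds plus 3 SD, cut at about 21% in these data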;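 also: 0% = DMSO only wells and 100% = clavulanate BLA inhibitor control wells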
Target sequence (Q99836 whole entry, looked up): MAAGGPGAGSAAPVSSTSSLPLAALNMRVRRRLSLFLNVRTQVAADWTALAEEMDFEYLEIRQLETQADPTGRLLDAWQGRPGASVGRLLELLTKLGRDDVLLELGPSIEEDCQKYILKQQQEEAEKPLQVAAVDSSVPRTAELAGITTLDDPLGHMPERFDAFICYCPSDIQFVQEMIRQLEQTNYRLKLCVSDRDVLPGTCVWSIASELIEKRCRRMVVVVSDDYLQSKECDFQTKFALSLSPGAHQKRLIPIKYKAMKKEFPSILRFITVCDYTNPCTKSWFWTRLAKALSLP
Target sequence (Q9NR96 whole entry, looked up): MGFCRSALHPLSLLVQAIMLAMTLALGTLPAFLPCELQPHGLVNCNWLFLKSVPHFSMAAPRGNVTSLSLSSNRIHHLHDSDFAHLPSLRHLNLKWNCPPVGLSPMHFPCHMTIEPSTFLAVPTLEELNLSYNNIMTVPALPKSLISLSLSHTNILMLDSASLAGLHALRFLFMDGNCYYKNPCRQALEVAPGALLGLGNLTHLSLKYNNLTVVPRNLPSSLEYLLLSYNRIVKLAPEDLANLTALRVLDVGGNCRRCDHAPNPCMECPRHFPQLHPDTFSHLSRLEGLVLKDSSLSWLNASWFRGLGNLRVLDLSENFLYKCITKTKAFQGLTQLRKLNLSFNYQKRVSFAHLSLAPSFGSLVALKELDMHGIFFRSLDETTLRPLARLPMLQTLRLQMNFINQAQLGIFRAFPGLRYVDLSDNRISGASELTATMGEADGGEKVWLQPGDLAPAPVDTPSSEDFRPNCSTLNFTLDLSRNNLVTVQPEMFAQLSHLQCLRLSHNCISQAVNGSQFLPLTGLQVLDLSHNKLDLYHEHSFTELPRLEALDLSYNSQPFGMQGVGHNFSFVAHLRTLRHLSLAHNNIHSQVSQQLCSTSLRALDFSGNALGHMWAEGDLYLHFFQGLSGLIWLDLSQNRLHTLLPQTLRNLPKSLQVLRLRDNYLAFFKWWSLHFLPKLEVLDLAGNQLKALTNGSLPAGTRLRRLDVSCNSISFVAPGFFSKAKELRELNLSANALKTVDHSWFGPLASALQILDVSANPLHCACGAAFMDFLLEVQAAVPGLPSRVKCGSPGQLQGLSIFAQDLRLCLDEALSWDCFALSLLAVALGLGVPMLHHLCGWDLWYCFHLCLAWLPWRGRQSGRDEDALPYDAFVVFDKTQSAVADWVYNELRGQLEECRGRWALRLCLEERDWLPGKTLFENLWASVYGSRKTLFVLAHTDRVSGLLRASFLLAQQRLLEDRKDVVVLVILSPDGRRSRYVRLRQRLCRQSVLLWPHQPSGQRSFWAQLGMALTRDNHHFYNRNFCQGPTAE
NR5A2 inv ag: LRH-1 (NR5A2) inverse agonists, primary screen, cell-based, luminescence, HEK293T, StAR-luciferase reporter; Nuclear receptor subfamily 5 group A member 2 (Homo sapiens), O00482; LRH-1 transfected, 24 h; inhibition, % at 3.6 µM; 0.13% of 360,000 active; AID 602396, 2012;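 active = inhibition above the mean inhibition of all tested compounds plus 3 SD, cut at about 73% in these data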;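 also: 0% = DMSO wells and 100% = reporter-only cells lacking LRH-1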
NOD2-RIPK2 inh: NOD2-RIPK2 binding disruptors in cells, primary screen, fluorescence, CHO cells, BLA complementation | Receptor-interacting serine/threonine-protein kinase 2 (Homo sapiens), O43353 | CCF4 ratio | inhibition, % at 4.98 µM | 0.38% of 360,000 active; in the data active = inhibition above about 21%;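 also: 0% = vehicle only and 100% = reference blocker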
EBV LMP1 NFkB: EBV LMP1-driven NF-kappaB luciferase reporter inhibitors, primary screen, cell-based, luminescence, single point; inhibition, % at 12.5 µM; LMP1-induced NF-kappaB luciferase reporter cells; 0.69% of 350,000 active; in the data active = inhibition above about 41%;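 also: 0% = neutral control wells and 100% = reference inhibitor control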
TWEAK Fn14 block: inhibitors of TWEAK-Fn14 signaling, primary screen, luciferase reporter cells, uHTS. TWEAK-stimulated Fn14 reporter cells, luciferase luminescence, 8 h. inhibition, % at 10 µM. 2% of 360,000 active. AID 1159606, 2016; in the data active = inhibition above about 50%
* hit, by the source's call; x = not tested or not shown.

SMILES	TRAIL sens C8	NCOA3 inh	TROY signal inh	NCOA2 inhibitor	COUP-TFII inh	SRC1 inh	TLR9-MyD88 block	NR5A2 inv ag	NOD2-RIPK2 inh	EBV LMP1 NFkB	TWEAK Fn14 block
COc1cccc(NC(=O)Cn2c(SCC(=O)N3CCOCC3)nc3ccccc32)c1	-35	10	11	2	-14	0	14	3	-6	-13	0
CCCCn1c(CCCNC(=O)CC)nc2ccccc21	-2	-27	2	-2	0	-6	2	5	6	-11	9
CC(=O)Nc1ccc(Nc2cc(C)c3ccccc3n2)cc1	5	-15	8	-6	-8	0	-7	8	-1	8	-6
Nc1nc2ccc(Cl)cc2cc1C(=O)NCc1ccc(Oc2ccccc2)cc1	18	x	10	x	x	x	x	46	-13	x	22
O=C(NCc1cccnc1)C1c2ccccc2C(=O)N1C1CCCCCCC1 (centres undefined)	-12	12	3	-8	-5	-72	3	12	10	1	17
COc1ccc(Cl)cc1-c1nc(SCC(=O)NC(C)(C)C)n[nH]1	0	15	1	-23	8	9	0	-13	-8	-11	1
CCCCCC(=O)N(O)C1CC(=O)N(c2ccccc2)C1=O (centres undefined)	3	14	1	4	41*	3	8	-25	0	23	-28
C/C(CC(=O)Nc1cc(C)ccn1)=N\NC(=O)C(=O)Nc1cccc(C)c1	-3	-19	-40	-34	-14	-22	9	-37	-4	-10	-17
CC(=O)N1CCN(C(=O)c2ccc(OC3CCN(Cc4ccccn4)CC3)cc2)CC1	-10	-29	-5	11	-14	7	4	-3	-1	0	-3
CC(OC(=O)Cc1c(F)cccc1Cl)C(=O)NC1(C#N)CCCCC1 (centres undefined)	-11	-2	-7	1	3	-9	4	-11	-5	-6	9
C#CCNc1c2c(nc3nnnn13)CCCC2	-15	-9	12	-15	14	-1	-5	-6	4	-1	1
C=CCc1cc(C)ccc1OCCCn1ccnc1	2	-1	12	6	-8	-15	5	-11	2	-14	1
COC(=O)c1ccc(N2CCN(S(=O)(=O)c3c(C)cc(C)cc3C)CC2)c([N+](=O)[O-])c1	-5	-3	15	-6	19	-6	-11	5	-6	4	10
COc1ccc(S(=O)(=O)N2CCN(C(=O)NCc3ccc(C)cc3)CC2)cc1	-14	3	11	-6	13	16	-3	2	5	-4	32
CCCc1cc(-n2cnc3ccccc32)n2c(nc3ccccc32)c1C#N	17	5	-20	-4	-11	9	7	9	2	-1	-19
O=C(NC(=S)Nc1ccccc1N1CCCCC1)c1ccc(-c2cccc([N+](=O)[O-])c2)o1	7	10	-21	-36	4	-8	-13	1	2	-1	13
Cc1ccc(NC(=O)Nc2ccc(Cl)cc2)c(Br)c1	14	-44	37	-10	-30	-41	-8	-45	-4	-22	20
Cc1ccc(OC(=O)c2cccc(S(=O)(=O)N3CCCC3)c2)c(-n2nc3ccccc3n2)c1	11	-74	-44	-18	-24	-68	2	-104	-3	-24	3
CCN(CC(=O)Nc1cc(Cl)ccc1C)C(=O)c1ccc(N2CCCC2=O)cc1	6	10	4	x	x	-14	-3	-10	-4	3	1
CN(C)C(=O)CSc1nnc(-c2ccc(S(=O)(=O)N3CCCC3)cc2)n1C	-4	-7	-12	-1	10	6	-9	-2	-6	9	6
O=C(O)CCc1nn2c3ccccc3n(CCN3CCCCC3)c2nc1=O	-1	-13	-2	-24	-12	-1	2	3	-12	2	-5
COc1ccc(N2CCN(c3nc4cc(C)ccc4cc3C=O)CC2)cc1	10	-5	2	-4	-1	-5	6	-6	-3	2	17
CCOc1ccc(NC(=O)C(C)Sc2nnc(C)n2C)cc1 (centres undefined)	1	-4	-1	0	-2	-3	-4	15	-7	-10	7
N/C(Cc1cccc2ccccc12)=N\OC(=O)c1ccccc1F	2	0	-39	-9	1	-31	-4	17	-9	-8	-33
COc1ccccc1C(=O)NCCN1CCN(C(=O)c2ccccc2OC)CC1	20	-11	11	-20	-1	-2	-9	12	-6	-1	-16
Remaining list, next part
SMILES	TRAIL sens C8	NCOA3 inh	TROY signal inh	NCOA2 inhibitor	COUP-TFII inh	SRC1 inh	TLR9-MyD88 block	NR5A2 inv ag	NOD2-RIPK2 inh	EBV LMP1 NFkB	TWEAK Fn14 block
COc1c(Cl)ccc(Cl)c1C(=O)NC(=O)N1CCOCC1	-7	-10	6	-8	0	-13	-9	15	-8	0	-1
O=C(NCC1CCCO1)c1csc(Nc2cccc3ccccc23)n1 (centres undefined)	-2	-8	3	-13	-19	11	7	5	-1	16	-7
CCC(C)C(NC(=O)[C@@H](NC(=O)c1ccccc1F)C(C)C)C(=O)OC (some centres undefined)	-7	-3	16	6	-23	-7	5	-6	1	0	-2
Nn1c(SCC(=O)Nc2ccccc2F)nnc1-c1cccs1	-1	5	-9	-27	-8	2	-2	7	-12	6	-14
O=C(CCS(=O)(=O)c1cccs1)Nc1ccc(C(=O)NC2CCCC2)cc1	3	-3	2	-19	2	-12	4	20	3	0	14
CC(C)c1ccccc1-n1c(SCC(=O)N2CCN(c3ccccc3)CC2)nnc1-c1cccnc1	5	12	-1	10	11	4	-2	-10	0	4	-21
CC1=NN(C(=O)Cn2ccc([N+](=O)[O-])n2)C(O)(C(F)(F)F)C1 (centres undefined)	-3	3	-6	-8	10	4	-7	-6	-16	3	1
CN(C)CCCOc1cccc(Cl)c1	8	11	10	18	8	6	13	6	-15	-9	13
CCc1ccc2c(c1)c1nc(C)sc1n2CC	0	-1	2	-7	1	-3	-5	-9	-2	17	9
O=C(NCC(=O)N1CCC2(CC1)NCCc1[nH]cnc12)c1cccc(Cl)c1	-2	13	6	3	7	1	3	-11	3	-11	-12
CCc1ccc(N=CC23c4ccccc4C(c4ccccc42)C2C(=O)N(c4ccc(OC)cc4)C(=O)C23)cc1 (centres undefined)	13	29	27	5	12	24	-3	18	-11	14	23
O=C(NCc1cccnc1)c1cc(S(=O)(=O)N2CCCCC2)ccc1Cl	0	-2	2	19	-3	-5	2	4	2	-17	1
Cc1ccc(CC(=O)Nc2ccc(S(=O)(=O)Nc3nccc(C)n3)cc2)cc1	3	4	-34	-8	-20	14	3	-19	-5	6	30
O=C1c2cc(O)c(O)cc2OC(c2ccc(O)c(O)c2)C1O (centres undefined)	-21	-5	-7	-11	1	-32	0	-45	10	-6	15
O=C(NCCN1CCOCC1)c1ccc2c(c1)N(Cc1cccc(F)c1)C(=O)c1ccccc1S2	5	13	5	-15	-1	-11	-5	15	0	4	19
CC1CN(C(=S)Nc2ccccc2)CC(C)O1 (centres undefined)	-17	6	-3	10	-10	10	-2	17	0	-5	17
CN(C)C(CNC(=O)c1cccc(C(F)(F)F)c1)c1ccco1 (centres undefined)	1	3	-5	14	-14	-11	-1	-5	1	-4	8
O=C(/N=C1\NC(=O)C(F)(C(F)(F)F)S1)NC1CCCCC1 (centres undefined)	-2	-2	8	14	-7	3	1	-5	2	-9	18
Cc1cccc2c(C(=O)Nc3ccc(Br)cc3)cc(-c3ccccn3)nc12	15	11	-14	-12	2	-13	1	17	-5	-5	-60
CSc1ccc(Cn2c(C)c(C(=O)NCc3ccc4c(c3)OCCO4)sc2=O)cc1	-1	23	38	-21	21	4	x	2	2	x	31
Cc1cc(C)c2c(n1)SCC(=O)N2CC(=O)Nc1ccc(C)c(C)c1	-11	5	0	-20	1	-9	-5	-5	-14	-7	-4
O=C(CNC(=O)c1cccc(Br)c1)N/N=C/c1cn[nH]c1-c1ccccc1	-8	-16	10	-6	7	15	-6	6	4	10	-1
COc1ccc(Cc2cnc(N)s2)cc1	-8	4	-2	-46	-6	-13	1	2	-11	-5	25
NNC(=S)Nc1ccc(S(=O)(=O)N2CCOCC2)cc1	-12	15	7	-16	-8	-11	-2	1	-11	-6	-15
O=C(COC(=O)c1c[nH]c(=O)[nH]c1=O)Nc1cccc([N+](=O)[O-])c1	-11	4	-3	-3	14	0	7	10	-9	13	2

The closing 3 records of the section above open the next one:
SMILES	TRAIL sens C8	NCOA3 inh	TROY signal inh	NCOA2 inhibitor	COUP-TFII inh	SRC1 inh	TLR9-MyD88 block	NR5A2 inv ag	NOD2-RIPK2 inh	EBV LMP1 NFkB	TWEAK Fn14 block
COc1ccc(Cc2cnc(N)s2)cc1	-8	4	-2	-46	-6	-13	1	2	-11	-5	25
NNC(=S)Nc1ccc(S(=O)(=O)N2CCOCC2)cc1	-12	15	7	-16	-8	-11	-2	1	-11	-6	-15
O=C(COC(=O)c1c[nH]c(=O)[nH]c1=O)Nc1cccc([N+](=O)[O-])c1	-11	4	-3	-3	14	0	7	10	-9	13	2
CC(=O)Nc1ccccc1OC(=O)N1CCOCC1	-5	0	15	-7	-2	-2	-5	2	-4	5	-9
CCOc1ccc2nc(SCC(=O)NCc3ccc(OC)c(OC)c3)[nH]c2c1	-1	10	1	5	1	-9	-5	-5	-10	1	11
CCc1c(C)c(C#N)c2nc3ccccc3n2c1NCCN(C)C	41	2	-5	-18	14	1	6	0	0	-2	-11
COCCNC(=O)C1CCC(=O)N(c2ccc(OC)cc2)C1c1ccc(OC)c(OC)c1 (centres undefined)	-2	7	5	-5	-13	-1	6	24	2	-18	-3
CC(C)CCN(C(=O)CCSc1ccc(F)cc1)c1c(N)n(Cc2ccccc2)c(=O)[nH]c1=O	1	-3	-1	10	-6	4	2	5	-6	0	-6
CCOC(=O)C1=C(C)NC(=O)NC1c1ccc(OC(C)C(=O)O)c(OC)c1 (centres undefined)	-19	12	-5	-10	8	-2	1	-2	6	0	11
CCN(CC)c1ccc(/C=N/NC(=O)Nc2ccccc2)cc1	10	-89	-31	-47	-13	-74	-16	-72	-10	-47	-34
CC(=O)NC(C)(c1ccccc1)c1nc(-c2ccc(F)c(Cl)c2)cs1 (centres undefined)	5	3	13	-3	-2	0	x	-6	0	x	-10
O=C(O)CSCC(=O)N1CCc2c([nH]c3ccccc23)C1C(F)(F)F (centres undefined)	5	3	-26	-12	11	-13	3	20	1	-3	8
COc1cccc(NC(=O)C2CCN(S(=O)(=O)c3ccccc3)CC2)c1	-13	22	0	-3	-4	-19	-11	17	-7	-1	2
CCOC(=O)N1CCN(CC(O)COCc2ccc(Cl)cc2)CC1 (centres undefined)	-15	7	-4	-2	-15	-3	-11	3	7	4	-3
CCOC(=O)c1cc(-c2ccc(F)cc2)nc2c1c(=O)[nH]c(=O)n2Cc1ccccc1	7	1	1	-10	4	0	7	13	3	-49	-8
NNC(=O)c1c[nH]c2ccc(OCc3ccccc3)cc12	3	17	2	-23	15	4	-2	19	-1	-2	0
COc1ccccc1/C=N/NC(=O)CC(=O)NCCc1ccccc1	-9	-23	-3	-2	-3	0	x	13	9	x	14

Only part of the results is shown; the hit share may differ from the screen's.
